# P. falciparum M17LAP: P. falciparum M17LAP inhibitors, primary screen, biochemical, fluorogenic H-Leu-NHMec substrate, 1536-well (AID 1619); actives 0.38% (n = 220,000); recombinant M17LAP, H-Leu-NHMec fluorogenic kinetic assay; higher % means a stronger effect; one-dose inhibition, % at 30 µM; IC50 in µM for titrated hits;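 active = compound inhibiting the enzyme by more than half at any dose during confirmatory dose-response retesting; inconclusive = strong single-dose inhibitors picked by rank but not retested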;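 note: plate controls were full reaction with DMSO carrier for no effect and no enzyme background for full effect; strong numbers were not always called active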
# Dynein cargo inh: blocks dynein driven cargo transport along microtubules | 3617.4 mouse cells, GR-EGFP nuclear translocation imaging; test concentration mostly 20 µM; stimulated with dexamethasone, 1 µM; hits give low values | z-score, hits read low | actives 0.47% (n = 220,000) | AID 1381;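 active = plate z-score of nuclear minus cytoplasmic receptor signal below a set negative limit, without overly bright fluorescence or cell loss, cut at about -3.5 in these data, passing the limit was not always enough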;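 note: z-score of nuclear minus cytoplasmic ring GR-EGFP intensity difference per well; some compounds called inactive have numbers as strong as hits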
#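 Also added – dexamethasone, 1.0 µM final · Buffer or medium – tet-free, stripped-serum medium · Schedule – induction 48 h, compound 1 h, agonist 30 min · Detection – formaldehyde fixation, Hoechst nuclear stain, 10x automated fluorescence imaging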
# P. falciparum M1AAP: malaria alanyl aminopeptidase activity blockers – biochemical, fluorogenic H-Leu-NHMec substrate, 1536-well (AID 1445); recombinant M1AAP, H-Leu-NHMec fluorogenic kinetic assay; higher % means a stronger effect; inhibition, % at 30 µM; hits with a dose series show IC50 in µM; actives 0.42% (n = 220,000);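 active = primary inhibition above the hit cutoff, then over 50% inhibition at one or more dose response concentrations, cut at about 23% in these data, passing the limit was not always enough; inconclusive = conflicting primary data, or primary hits not chosen for dose response; inactive = low primary inhibition, or under 50% at every dose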;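 note: plate controls were DMSO full reaction for no effect and no enzyme background for full effect; strong numbers were not always called active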
# MT stabilizer: stabilizes microtubules in HeLa cells. HeLa tubulin immunostaining HCS, 24 h; share of cells brighter than vehicle mean+2SD. % tubulin-high responders, % at 10 µM. actives 0.83% (n = 200,000). AID 2205;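 active = plate Z-score above 3 for both tubulin-high and condensed-nucleus cell shares, with cell loss under 80%, at 10 µM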;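 note: anti alpha tubulin signal scored within the nucleus-defined area of each cell; some results filed as inactive read as strong as hits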
# WT yeast gro inh: growth inhibition of WT yeast, mitochondrial fusion screen; actives 2.1% (n = 190,000); mitochondrial fusion phenotypic screen, WT strain; inhibition, % at 10 µM; in the data active = inhibition above about 58%; tested in S. cerevisiae
# Yfh1-off respiration: enhancers of respiration in Yfh1-depleted yeast, dose response, Friedreich's ataxia, plus single-dose screen (AID 1465); actives 0.074% (n = 220,000); fold induction at 50 µM; hits with a dose series show EC50 in µM; S. cerevisiae Yfh1-off respiration, WST-1 reduction, 72 h; higher fold induction means a stronger effect;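 active = fold induction of absorbance versus untreated yeast above a set limit, then at least 30% activation at any dose in follow-up; inconclusive = repeats straddling the limit, or above it without dose testing; inactive = fold induction below the set limit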;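 note: activators that raise dye reduction in frataxin-depleted yeast; strong numbers were not always called active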
# T cell HTS: modulates CD8 T cell binding to vesicles; actives 0.068% (n = 330,000); AID 2052; 2C CD8+ T cell-vesicle binding, flow cytometry; hits give low values; calls only at 7 µM;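 active = response, share of CD8 T cells binding vesicles, and their 90th percentile fluorescence all below set limits, cut at about 80% in these data, passing the limit was not always enough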
#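 Benchmarks: naked versus QL9-loaded vesicles / Assay system: purified 2C TCR transgenic mouse naive CD8+ T cells / Technique: high-throughput flow cytometry with anti-B7-1 and anti-CD8 staining / Timing: Cell–vesicle co-incubation 1.5 h at 37 °C, staining 20 min on ice / Read-out: percent CD8+ FL2 mean versus row control / Probe or stimulus: QL9-loaded Drosophila micro-vesicles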
# Autophagy mod: alters autophagy in cells. MEF GFP-LC3 puncta imaging; test concentration mostly 10 µM. calls only at 10 µM (by protocol). actives 0.98% (n = 190,000). AID 463193;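 active = percentage of spot-positive cells more than 3 SD above its plate mean, without a fluorescence outlier flag or 80% toxicity; inconclusive = no clear call, values can overlap the other calls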;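 note: spot-positive cell cutoff set from DMSO-treated cells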
# b-catenin transl: modulators of beta-catenin nuclear translocation | HeLa beta-catenin nuclear translocation, immunofluorescence imaging | nuclear translocation activity, % at 5 µM | actives 0.3% (n = 190,000) | AID 1665;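 active = nuclear translocation activity above 50% at 5 µM, with a well cell count of 50 or more; inconclusive = wells under 50 cells across six images, flagged as toxic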;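 note: per-cell ratio of nuclear to cytoplasmic median beta-catenin stain intensity; plate controls were DMSO negative control for no effect and GSK-3 inhibitor IX positive control for full effect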
#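 System: Human HeLa cells, endogenous beta-catenin | Compound dosing: 5 µM primary, 0.02–20 µM confirmation | Timing: 24 h compound exposure at 37°C, 5% CO2 | Measured by: Fluorescence imaging of beta-catenin antibody stain plus DAPI | Read-out basis: % activation of per-cell nuclear versus cytoplasmic median beta-catenin signal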
# WT yeast gro inh mutant strain: further read-out of WT yeast gro inh, marked with its call; inhibition, %; mitochondrial fusion phenotypic screen, mutant strain inhibition
# Dynein cargo inh cytoplasmic EGFP: also measured in Dynein cargo inh; calls as there; z-score; measured here: cytoplasmic GR-EGFP intensity; hits give high values
# Dynein cargo inh nuclear GR-EGFP: second read-out of Dynein cargo inh, no call of its own (marks repeat the call); z-score; measured here: nuclear GR-EGFP intensity;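 lower value marks the stronger effect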
# Dynein cargo inh cell count: second read-out of Dynein cargo inh, no call of its own (marks repeat the call); z-score; measured here: cell count per field
# b-catenin transl cell count 5 µM: also measured in b-catenin transl; calls as there; cell count; measured here: cell count, cytotoxicity flag
# T cell HTS vesicle-bound %: further read-out of T cell HTS, marked with its call; double positive events, %; measured here: CD8+ vesicle-bound cell fraction;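 binding gate set so that unloaded-vesicle control wells show 10% double positive cells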
# MT stabilizer Hoechst-high %: further read-out of MT stabilizer, marked with its call; % Hoechst-high responders; measured here: nuclear condensation Hoechst responders;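 share of cells brighter than vehicle mean plus two SD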
# MT stabilizer cytotoxicity %: second read-out of MT stabilizer, no call of its own (marks repeat the call); toxicity, %; measured here: cytotoxicity by cell density;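 0% = mean cell density of plate MIN control wells and 100% = no cells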
# Autophagy mod cell loss 18 h: recorded beside Autophagy mod, whose call it bears; toxicity, %; measured here: cell loss, nuclei count;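 cell loss after 18 h compound exposure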
# * marks the source's active call; other numbers are inactive results; i = inactive; ? = inconclusive; / = not tested or not shown.
SMILES,P. falciparum M17LAP,Dynein cargo inh,Dynein cargo inh cytoplasmic EGFP,Dynein cargo inh nuclear GR-EGFP,Dynein cargo inh cell count,P. falciparum M1AAP,MT stabilizer,MT stabilizer Hoechst-high %,MT stabilizer cytotoxicity %,WT yeast gro inh,WT yeast gro inh mutant strain,Yfh1-off respiration,T cell HTS,T cell HTS vesicle-bound %,Autophagy mod,Autophagy mod cell loss 18 h,b-catenin transl,b-catenin transl cell count 5 µM
COc1ccc(CN2C(=O)C3C4C=CC(C4)C3C2=O)cc1 (stereo unspecified),-4.5%,-0.607,-0.341,-0.298,0.564,0.5%,3.4,3.0,4.9,11.3,5.2,i,i,3.8,i,16.3,2.4,1376
CC(=O)Nc1ccc(OC/C=C(\C)Cl)cc1,9.5%,-0.462,0.481,0.239,-0.518,8.4%,3.8,2.3,7.5,9.4,0.8,i,i,25.6,i,-37.9,-3.0,920
O=C(Nc1nc2ccc([N+](=O)[O-])cc2s1)c1ccncc1,1.2%,-0.527,0.171,0.209,-0.786,2.5%,/,/,/,/,/,i,i,10.6,/,/,0.6,1278
COc1ccc2c(c1)CCC1=C2NC(=S)NC1c1ccc(N(C)C)cc1 (stereo unspecified),-6.1%,1.45,-0.0443,0.848,-1.71,6.7%,2.5,0.9,3.4,81.4*,79.1*,i,i,30.9,i,-13.9,2.8,1107
COc1ccc(-n2c(-c3cc(-c4ccccc4)sc3N)n[nH]c2=S)cc1,5.6%,0.546,-0.223,0.736,-0.203,4.2%,/,/,/,/,/,i,i,11.9,/,/,0.0,1311
Cc1ccc(S(=O)(=O)N(C)C)cc1NC(=S)Nc1ccc2[nH]c(=O)[nH]c2c1,12.4%,0.515,-0.279,0.505,-0.108,11.4%,3.1,2.7,7.7,-17.0,31.9,i,i,28.3,i,4.8,2.1,992
O=C(COC(=O)C1CC(=O)N(Cc2ccccc2)C1)Nc1ccc2c(c1)OCO2 (stereo unspecified),5.0%,-0.498,-0.292,-0.403,-0.327,1.0%,4.9,4.5,1.6,-0.7,-2.3,i,i,40.3,i,17.4,/,/
O=C(CSc1nc(Cc2ccccc2)nc2ccccc12)Nc1ccc2c(c1)OCCO2,12.1%,2.93,-0.214,1.95,-1.9,-1.9%,2.1,2.5,17.0,-12.7,-1.4,i,i,11.2,i,16.6,-3.8,1018
COc1ccccc1NC(=S)NCC1CCC(CNC(=S)Nc2ccccc2OC)CC1 (stereo unspecified),4.7%,0.46,-0.16,0.235,-0.32,5.7%,/,/,/,/,/,?,i,18.3,/,/,0.4,1300
O=C(CCn1nc(-c2ccc(Cl)cc2)ccc1=O)N1CCOCC1,7.4%,-0.951,-0.308,-0.711,0.939,2.0%,6.4,3.1,13.2,21.8,21.5,i,i,34.9,i,0.5,-0.6,1417
Cc1ccc(N=c2c([N+](=O)[O-])nn(-c3ccc4c(c3)OCCO4)n2O)cc1F,-5.4%,0.786,-0.315,0.665,0.109,0.7%,6.4,2.2,3.9,-4.4,12.4,i,i,56.4,i,-5.7,-1.7,1156
O=C(Nc1nccs1)c1ccc([N+](=O)[O-])cc1,-5.8%,0.121,-0.064,0.0118,0.569,7.2%,/,/,/,/,/,i,i,44.7,/,/,-2.4,1098
CCN(Cc1ccncc1)C(=O)CSc1ccc2ccccc2c1,10.7%,0.627,-0.335,0.564,-0.286,8.7%,3.5,2.8,6.8,-11.4,10.1,i,i,44.0,i,-2.8,0.2,1045
Cc1cc(C)nc(N2CCN(C(=O)CCC(=O)Nc3nnc(C(C)C)s3)CC2)n1,5.8%,1.31,-0.234,1.23,-0.715,-1.3%,/,/,/,/,/,i,i,36.0,/,/,1.2,1287
COc1ccc(N2CCN(C(=O)c3ccc(NS(=O)(=O)c4ccc(F)c(F)c4)cc3)CC2)cc1,6.8%,-0.475,0.677,-0.186,0.272,-3.5%,1.8,1.8,5.4,-38.6,-6.2,i,i,9.4,i,7.7,0.1,1117
CC(C)(C)OC(=O)[C@H](Cc1ccccc1)NC(=O)c1nc[nH]c1C(=O)N[C@@H](Cc1ccccc1)C(=O)OC(C)(C)C,-13.8%,-0.561,-0.806,-0.239,0.3,-0.6%,/,/,/,/,/,i,i,18.2,/,/,-1.1,1185
COc1ccc2c(C)cc3n[nH]c(=S)n3c2c1,17.5%,0.086,-0.28,-0.227,1.2,5.1%,/,/,/,/,/,i,i,20.1,/,/,1.5,1245
COc1ccc(NC(=O)C(=O)NCCC2=CCCCC2)c(OC)c1,-7.2%,0.271,-0.225,0.431,-1.16,5.3%,1.6,1.4,6.9,-25.4,4.4,i,i,44.1,i,-1.5,-4.2,538
Cn1cccc1/C=N/NC(=O)c1ccc(OC(F)(F)C(F)F)cc1,1.6%,-0.934,-0.262,-0.649,0.46,9.8%,6.7,2.5,7.4,-8.5,-12.1,i,i,31.8,i,-14.3,0.2,483
O=C(NCCN=C1NS(=O)(=O)c2ccccc21)c1ccc(S(=O)(=O)N2CCOCC2)cc1,-2.6%,-0.814,-0.238,-0.504,2.02,6.3%,3.2,3.4,9.2,-0.8,-4.0,i,i,42.9,i,18.3,-0.6,967
CS(=O)(=O)N(CC(=O)Nc1ccc2c(c1)OCCO2)c1ccc2c(c1)OCO2,1.7%,0.947,-0.283,-0.345,0.583,-3.1%,2.6,2.0,11.0,2.5,2.5,i,i,52.4,i,0.7,/,/
CC(C)c1csc(CN2CCC(N3CCC(C(=O)NCC4CCCO4)CC3)CC2)n1 (stereo unspecified),-4.6%,-0.624,-0.326,-0.35,0.873,-4.2%,2.4,1.1,5.5,-2.0,-2.0,i,i,5.7,i,14.8,1.6,1005
CC1(C)CC2CC(C)(CN2c2ncnc3ccccc23)C1 (stereo unspecified),-4.9%,-1.48,-0.266,-0.873,0.627,5.9%,3.0,1.7,8.9,13.9,41.9,i,i,37.7,i,21.9,0.0,1060
CN(C)S(=O)(=O)c1cccc(NC(=S)N/N=C/c2ccco2)c1,6.8%,-1.02,-0.121,-0.337,0.937,4.9%,/,/,/,/,/,i,i,55.9,/,/,0.9,1254
CCN(CC)CCC(c1ccc(OC)cc1)c1c(O)cc(OC)cc1OC (stereo unspecified),-11.5%,-1.34,-0.727,-0.607,0.541,5.0%,/,/,/,/,/,i,i,48.6,/,/,0.3,1130
Cc1ccc(NC2CC(=O)N(c3ccc(C)cc3)C2=O)cc1 (stereo unspecified),1.7%,0.542,-0.236,0.483,0.569,0.5%,1.9,1.4,6.0,-9.4,-7.6,i,i,49.0,i,-10.7,2.3,1150
COc1ccc(/C=N/Nc2nc3ccccc3c(=O)n2-c2ccccc2)cc1OC,23.2%,0.248,-0.259,0.166,0.584,6.3%,1.9,2.1,4.2,11.4,18.6,i,i,1.5,i,7.8,-0.7,1193
COc1cc(S(=O)(=O)N2CCN(c3ccc(F)cc3)CC2)ccc1Cl,0.7%,1.15,0.0256,1.52,-1.53,2.2%,1.5,4.7,8.5,28.1,18.8,i,i,38.0,i,7.0,1.5,1450
C(=C\c1ccccc1)/CN1CCN(c2ncnc3c2oc2ccccc23)CC1,-2.0%,0.591,-0.189,0.939,-0.798,-4.3%,5.1,1.7,2.4,66.9*,32.1*,i,i,18.0,i,9.0,-4.2,1071
COc1cc2c(cc1NC(=O)c1cccnc1)oc1ccccc12,-5.0%,0.925,-0.358,0.451,-0.0492,7.7%,2.3,2.1,5.8,27.8,33.6,i,i,40.4,i,-13.5,/,/
CCOc1ccc(C(C)=O)cc1COC(=O)c1cccnc1SC,-5.1%,0.138,-0.31,-0.0956,0.000561,-2.7%,3.3,1.7,8.1,-8.6,-2.9,i,i,53.5,i,4.4,-1.5,999
CC(C)(C)Nc1nc(OCC(F)(F)F)nc(OCC(F)(F)F)n1,16.8%,0.14,-0.224,-0.612,0.0491,-0.1%,2.8,2.2,5.4,5.9,21.6,i,i,60.7,i,0.9,-0.1,962
O=C1NC(=S)N/C1=C\c1ccc(N2CCOCC2)cc1,19.1%,-1.36,-0.119,-0.819,0.511,7.4%,1.7,2.0,9.8,12.9,-8.6,i,i,52.0,i,-9.5,-3.2,916
CC1CC1C(=O)Nc1nc(-c2ccc(Cl)s2)cs1 (stereo unspecified),4.1%,-1.25,0.0261,-0.639,0.267,3.5%,2.2,3.2,7.3,21.2,-2.3,i,i,30.5,i,8.8,-1.2,1066
O=C(Nc1cccc(-c2cnc3ccccc3n2)c1)c1ccco1,3.5%,-0.976,-0.216,-0.652,-0.108,8.3%,2.6,1.9,6.3,2.1,9.3,i,i,6.4,i,-2.9,/,/

# Screening results as filed in PubChem BioAssay.
